# Bioassay records deposited in PubChem by National Center for Advancing Translational Sciences (NCATS).
# aSyn tox rescue: rescues yeast growth from alpha-synuclein toxicity | S. cerevisiae alpha-synuclein toxicity rescue, BacTiter-Glo growth, 24 h | Potency, µM (doses to about 46.1 µM), inactives show at the highest dose growth rescue (activation), hits mostly activators | hit rate 0.02% among 94,000; active = well fitted activation curve with a large enough effect; inconclusive = small, poorly fitted or top-dose-only effect; note: 0% is about no effect
#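 Growth restoration measured by BacTiter-Glo luminescence after 24 hr at 30 deg C; alpha-synuclein yeast, raffinose-pregrown to mid-log, were added at OD600=0.02 in galactose medium onto pinned compounds.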
# * = called active by the depositor; ? = inconclusive; & = joins results of further samples; [ ] = remark or other dose. Potency is the fitted concentration of half-maximal effect. This is a subset (hit frequency here may not be typical).
SMILES,aSyn tox rescue
Cc1ccc(SCCC(=O)OC(C)C(=O)Nc2ccccc2)cc1 (stereo unspecified),6.9%
COc1ccccc1CN(C)C(=O)CNC(=O)c1cccc(Cl)c1,-22.7%
CCCN1C(=O)c2[nH]nc(-c3ccccc3O)c2C1c1cccc(OCc2ccccc2)c1 (stereo unspecified),4.6%
O=C(NCC1CCCO1)c1ccc2c(c1)C(=O)N(c1cccc([N+](=O)[O-])c1)C2=O (stereo unspecified),2.6%
Cc1cc(C(=O)COc2ccccc2C#N)c(C)n1C1CC1,6.1%
Cc1ccc(NC(=O)c2c(C)oc3ccc(O)c(CN4CCCCC4)c23)c(C)c1,6.9%
COc1ccc(CCNC(=O)c2cnc3sc(N4CCOCC4)nn3c2=O)cc1,-0.2%
CCc1nn(CC(=O)Nc2ccc(N(CC)CC)cc2C)c(=O)c2cc3sccc3n12,8.1%
CCOC(=O)Cc1cc(=O)n2[nH]cc(-c3cccc(Br)c3)c2n1,-14.8%
COc1ccc(N(C(=O)c2ccccc2C)S(=O)(=O)c2ccc(C)cc2)cc1,-5.9%
CCc1noc(C)c1C(=O)NNC(=O)c1ccccc1F,-12.8%
Cc1cc(=O)n2[nH]c(-c3sccc3-n3c(C)ccc3C)cc2n1,-13.8%
COc1ccccc1/C=N/NC(=O)c1ccc(CN2C(=O)c3cccc4cccc2c34)cc1,-5.4%
Cc1c(-c2cccc(NC(=O)c3ccc(F)c(F)c3)c2)nc2ncccn12,-2.4%
CCc1cccc(NC(=O)c2sc3nc[nH]c(=O)c3c2C)c1,-6.6%
O=S(=O)(Nc1ccccn1)c1cccc(S(=O)(=O)c2ccc(Cl)cc2)c1,4.8%
CCNc1c(NC(=O)c2ccccc2OCC)c(=O)oc2ccccc12,4.5%
Cn1c(=O)c2c(SCC(=O)NCc3ccco3)nc(-c3ccccc3Cl)nc2n(C)c1=O,1.8%
Oc1ccccc1C=NNC(=S)NC1CC2C=CC1C2 (stereo unspecified),?
COc1ccccc1N(CC(=O)Nc1cc(C)cc(C)c1)S(C)(=O)=O,-15.8%
O=[N+]([O-])C1C(c2ccccc2)C12c1ccccc1-c1ccccc12 (stereo unspecified),-2.9%
Cc1ncsc1C(=O)Nc1cccc(C(F)(F)F)c1,6.8%
COc1ccccc1NC(=O)CSc1oc(-c2ccccc2)nc1S(=O)(=O)c1ccc(C)cc1,-53.6%[inhibitor]
Cc1[nH]c2ccccc2c1C(=O)NS(=O)(=O)Nc1ccccc1,16.4%
Cc1ccc(NC(=O)[C@@H](NC(=O)c2cccc(S(=O)(=O)N3CCOCC3)c2)C(C)C)cc1C,1.6%
COc1ccc(C(=O)C2CCCN(C(=O)c3csc(SC)n3)C2)cc1F (stereo unspecified),-4.4%
COc1cc2cc(CNc3ccccc3)c(=O)n(CC(=O)Nc3cccc(Cl)c3C)c2cc1OC,5.0%
COc1ccc(C(C)=O)cc1CN1C(=O)NC2(CCCCCCC2)C1=O,7.5%
O=C(c1cc(COc2ccc3ncccc3c2)on1)N1CCC(O)CC1,1.1%
Cc1cc(C)c(OCC(=O)OCC(=O)NCCC2=CCCCC2)c(C)c1,2.2%
Cc1nn(C(=O)c2ccccc2)c(C)c1S(=O)(=O)N1CCOCC1,4.7%
C/C(=N\NC(=O)CCC(=O)Nc1ccc(C)c(C)c1)c1cccs1,11.0%
CCC(=O)OCCCNc1nc(-c2ccc(Cl)cc2)nc2ccccc12,-19.3%
COc1c(C)cc(Br)cc1C(=O)Nc1ccc(-c2nc3ncccc3o2)cc1,-3.8%
CC1(C)CC(=O)C2=C(C1)OC(N)=C(C#N)C2c1cn(-c2ccccc2)nc1-c1ccccc1 (stereo unspecified),14.0%
CCC(=O)Nc1ccc(CC)cc1-c1nc2ccccc2n(CC(=O)Nc2ccccc2C)c1=O,3.3%
CCOC(=O)C(C)n1cnc2c(nnn2-c2ccc(F)cc2)c1=O (stereo unspecified),2.3%
CCOc1ccc(CCNC(=O)C(CC(C)C)N2Cc3ccccc3C2=O)cc1OCC (stereo unspecified),3.3%
Cc1ccc(-c2nc(CNC(=O)Nc3ccccc3)c(C)o2)cc1,1.4%
COc1ccc(CC(=O)N/N=C/C=C/c2cccc([N+](=O)[O-])c2)cc1OC,6.3%
COc1ccc(/C=C2/C(=O)N(c3ccccc3)N=C2C)cc1,-11.6%
CC(=O)NC1C(=O)N(CCN2CCOCC2)c2ccc(Cl)cc21 (stereo unspecified),-7.9%
Cc1cc(C(=O)Nn2cnc3ccccc3c2=O)ccc1[N+](=O)[O-],8.5%
CNC(=O)C1CCC(Cn2c(=O)c3sccc3n(CC(=O)Nc3cc(C)cc(C)c3)c2=O)CC1 (stereo unspecified),9.0%
CCCC1=Nc2cc(C(=O)N3CCC(C(=O)OCC)CC3)ccc2Sc2ccccc21,-0.5%
O=C(Cc1ccc(Br)cc1)Nc1ccc(S(=O)(=O)NCC2CCCO2)cc1 (stereo unspecified),-9.9%
Cc1ccc(Cl)cc1NC(=O)Cn1cc2c(n1)CCCCC2,18.3%
O=C(Nc1cccc(NC(=O)c2cccs2)c1)c1ccc([N+](=O)[O-])o1,-9.5%
O=C(OCC1CC(c2ccccc2)=NO1)c1ccc(Br)cc1 (stereo unspecified),1.3%
CCc1cccc(NC(=O)c2cccc3c2C(=O)N(CC2CCCO2)C3)c1 (stereo unspecified),5.7%
CCCSCCCNC(=O)CN1C(=O)COc2ccc(S(=O)(=O)N3CCCCCC3)cc21,4.1%
Cc1ccc(S(=O)(=O)c2cn(Cc3ccccc3)c3cc(N4CCOCC4)c(F)cc3c2=O)cc1,7.6%
COCCCNC(=S)NCCNc1nc2c(C)c(C)ccc2cc1C#N,7.4%
O=C(NC1CCCCC1)c1ccc(CSc2nc3cccnc3n2Cc2ccccc2)cc1,1.2%
C[C@@H]1CN([C@@H](C)CO)C(=O)c2cc(Br)cnc2O[C@@H]1CN(C)C(=O)Nc1ccc(F)cc1,-9.6%
COc1cccc(NC(=O)/C=C/c2ccc([N+](=O)[O-])cc2)c1,0.9%
CCc1ccc(C2c3c(oc4ccc(F)cc4c3=O)C(=O)N2c2nc(C)c(C(=O)OC)s2)cc1 (stereo unspecified),-1.8%
COCCCNC(=O)c1cc2c(-c3cccc(OC)c3)nn(C)c2s1,7.6%&-3.9%
Cc1ccnc(NC(=O)c2cc3c(=O)oc4ccc(C)cc4c3s2)c1,-0.3%
COc1cn(CC(=O)Nc2ccc(F)cc2)c(CN2CCCCC2)cc1=O,4.3%
# Other entries
SMILES,aSyn tox rescue
COc1ccccc1Nc1cc(C(=O)NC2CCC(C)CC2)c2ccccc2n1 (stereo unspecified),-2.6%
CCOc1ccccc1N1CCN(C(=O)CNC(=O)c2ccc(OC)c(OC)c2)CC1,-2.9%
CN(Cc1ccc(F)cc1)C(=O)C(Cc1ccccc1)NC(=O)c1ccccc1 (stereo unspecified),-0.7%
Cc1ccc(NC(=O)c2cc(-c3ccc4c(c3)OCO4)on2)cc1,-6.6%&-1.3%
Cc1ccc(NS(=O)(=O)c2cccc(C(=O)NCC(c3ccc(F)cc3)N3CCOCC3)c2)cc1 (stereo unspecified),-35.5%[inhibitor]
CC(NC(=O)c1ccc(Cl)c(Cl)c1)c1ccc(-c2ccccc2)cc1 (stereo unspecified),4.2%
Cc1cc(F)ccc1NC(=O)CN1C(=O)CCc2cc(S(=O)(=O)N3CCOCC3)ccc21,1.3%
COc1ccc(-c2cccc(NS(=O)(=O)c3cc(C)c(Cl)cc3C)c2)nn1,8.6%
CCc1ccc(Oc2c(C(F)(F)F)oc3c(CN4CCCC(C)C4)c(O)ccc3c2=O)cc1 (stereo unspecified),5.2%
Cc1cccc(N2CCN(S(=O)(=O)c3nnc(NC(=O)c4ccc(Cl)cc4)s3)CC2)c1,-3.6%
CCCCCC(=O)N1C[C@H](O)[C@@H](n2cc(-c3ccc(F)cc3)nn2)C[C@@H]1c1ccc(OC)cc1,3.8%
CC(NC(=O)c1ccc(Cl)cc1)C(=O)N1CCCCC1 (stereo unspecified),-4.0%
CC(=O)N1CCc2cc(Br)cc(S(=O)(=O)N3CCN(c4cccc(C)c4)C(C)C3)c21 (stereo unspecified),6.2%
CC1CN(S(=O)(=O)c2cccc(C(=O)Nc3ccc(S(=O)(=O)Nc4ncccn4)cc3)c2)CC(C)O1 (stereo unspecified),-44.5%[inhibitor]
CN(C)CCOc1ccc2c(c1)C(=O)C(=Cc1ncc([N+](=O)[O-])n1C)C2,-1.5%
Cc1ccc(NC(=O)Nc2nnc(SCC(=O)N(C(C)C)C(C)C)s2)cc1,4.7%
COc1cccc(CN2CCN(Cc3cccc4c3OCO4)CC2CCO)c1 (stereo unspecified),-2.4%
CN1C(=O)Cc2cc(S(=O)(=O)CCC(=O)N3CCN(c4ccc(Cl)cc4)CC3)ccc21,-5.8%
O=C(CN1CCOCC1)N/N=C/c1ccc(-c2cccc(Cl)c2Cl)o1,14.9%
O=C(COC(=O)C1CC(=O)N(Cc2ccccc2)C1)c1ccc(F)cc1 (stereo unspecified),-6.1%
CCCCn1cnc2c(=S)nc(N)[nH]c21,2.6%
COc1ccc(S(=O)(=O)N2CCN(c3ccccc3)CC2)cc1,18.2%
O=C(Nc1ccc(S(=O)(=O)N2CCCC2)cc1)C1CCCCC1,1.8%
Cc1nn(-c2ccc(Cl)cc2)c2nc(-c3cccnc3)cc(C(F)(F)F)c12,7.4%
CCc1ccccc1NC(=O)Cn1c(C(=O)OC)cc2oc(C)cc21,-2.6%
CCn1ccc2cc(S(=O)(=O)N3CCC(C(=O)NCc4cccc(C)c4)CC3)ccc21,10.7%
O=C(CSc1ncn[nH]1)N1c2ccccc2Sc2ccccc21,0.1%
CCOc1cc(/C=C/C(=O)c2ccc(OC)c(CN3CCOCC3)c2)cc(Br)c1O,4.7%
CCCCc1ccc(NC(=O)c2cc3c(=O)n4ccccc4nc3n2C)cc1,-2.2%
CCOC(=O)c1c(NC(=O)C2c3ccccc3Oc3ccccc32)sc(C)c1C,2.8%
CCc1cccc(C)c1NC(=O)CCS(=O)(=O)c1cc(Br)cc2c1N(C(=O)C1CC1)CC2,0.4%
CCOCCc1nn2c(=O)cc(COC(=O)Cc3ccccc3)nc2s1,3.3%
CCCCC(=O)Nc1cc(C)c(O)c(-c2nc3ncccc3o2)c1,-6.7%
Cc1ccc(S(=O)(=O)Nc2nc3cc(C)c(C)cc3[nH]2)cc1,7.1%
COc1ccc(C2CC(=O)c3cnc4c(-c5ccccc5)c(C)nn4c3C2)cc1OC (stereo unspecified),4.2%
CC(C)Cc1ccc(C(C)C(N)=NCCc2ccccc2)cc1 (stereo unspecified),-9.0%
CC(C)C(=O)NCC(c1ccc2c(c1)OCO2)N1CCN(c2ccccc2F)CC1 (stereo unspecified),-4.5%
O=C(N/N=C/c1ccc[nH]1)c1cc(-c2ccc(Cl)cc2)nc2ccccc12,-26.8%
COCCn1c(SCC(=O)NNC(=O)c2ccc(OC)c(OC)c2)nc2ccccc2c1=O,5.8%
O=C(Cn1c(=O)c2sccc2n(CC(=O)Nc2ccc(Cl)cc2Cl)c1=O)NCCc1ccccc1,-13.2%
Cc1ccccc1Cn1c(-c2cccs2)nc2ccccc21,-28.4%
COc1ccc([C@H]2N[C@]3(CCCN(Cc4ccc(C(F)(F)F)cc4)C3=O)[C@H]3C(=O)N(C)C(=O)[C@@H]23)cc1,2.5%
Cc1ccc(C)c(N2CCN(C(=O)C3CCCN(S(=O)(=O)c4cccc5nonc45)C3)CC2)c1 (stereo unspecified),-6.2%
COc1ccc(OCC(=O)Nc2ccc(S(=O)(=O)N3CCN(C)CC3)cc2)cc1,-1.8%
O=C(CSc1nnc(-c2ccncc2)n1-c1ccc(Cl)cc1)Nc1ccc(C(=O)O)cc1,-5.5%
NS(=O)(=O)c1ccc(N/N=C/c2ccc[nH]2)c([N+](=O)[O-])c1,-11.7%
CCOc1ccc(NC(=O)CC2C(=O)N(c3ccc(OC)cc3)C(=O)N2C2CCCCC2)cc1 (stereo unspecified),-5.2%
CN(C(=O)COC(=O)c1ccc(Br)c([N+](=O)[O-])c1)c1c(N)n(Cc2ccccc2)c(=O)[nH]c1=O,-12.6%
COc1ccc(C)cc1S(=O)(=O)N(CC(=O)Nc1cccc([N+](=O)[O-])c1)c1ccc(C)cc1,-3.4%
CC(C)(C)C(=O)NCCc1nc2ccccc2n1CCCCOc1ccccc1,-3.3%
CCOc1ccccc1N1CC(c2nc3ccccc3n2CCOc2ccc(C(C)(C)C)cc2)CC1=O (stereo unspecified),7.5%
Cc1ccc(C(=O)Nc2ccccc2)cc1S(=O)(=O)Nc1ccc(Br)cc1,-3.9%
